# ATXN2 expr inh – reduces ATXN2 reporter expression in HEK-293 cells. HEK-293 ATXN2-luciferase reporter, luminescence, 24 h. Potency, µM (series often up to 57 µM), inactives show top-dose activity change, negative = inhibition, usual class: inhibitors. 0.72% of 360,000 active. AID 1745845; also: potency is read from the fitted curve at half-maximal effect; % is scaled to controls: 0 for no effect and ±100 for the full control effect; nearly all actives have a fitted effect of over 55% in size
#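 qHTS (up to 57 uM final) was run with 24 h compound exposure of reporter cells at 37 °C. Each well was multiplexed: SteadyGlo luminescence measured ATXN2-luciferase expression after a fluorogenic Gly-Phe-AFC viability readout (25 uM final).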
# ATXN viability – reduces viability in counter-screen for ATXN expression inhibitors; Potency, µM (titrated, usually from 56.7 µM), most hits filed as cytotoxic; 0.49% of 400,000 active; S2 cells (HEK-293 line with an ATXN2-luciferase reporter) viability, CellTiter-Fluor protease fluorescence, 24 h; also: potency is read from the fitted curve at half-maximal effect; nearly all actives have a fitted effect of over 40% in size
# IL2 activator – IL-2 activation. activation, % (series mostly up to about 46 µM). AID 652025. IL-2 activation reporter assay, cell-based qHTS; stimulated with anti-CD3/CD4/CD28 beads; in transgenic mouse T cells. 0.065% of 360,000 active; in the data active = activation above about 50%; inconclusive = mostly about 30% to 49%; also: 0% is about no effect
#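 Unstimulated transgenic mouse T cells preincubated 60 min with compound, then stimulated with anti-CD3/anti-CD4-coated beads plus anti-CD28 for 18 h at 37 degrees C. IL-2 response read as EGFP and DsRed fluorescence by plate cytometry.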
# Nrf2 block – Nrf2 pathway inhibition; A549 ARE-Fluc reporter, luciferase luminescence, 18-24 h; Potency, µM (series often up to 46 µM), for inactives: at the top dose activity change, negative = inhibition, usual class: inhibitors; 2.1% of 360,000 active; AID 504444; also: potency is read from the fitted curve at half-maximal effect; % is scaled to controls: 0 for no effect and ±100 for the full control effect; nearly all actives have a fitted effect of over 60% in size
#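 Cells were seeded and rested 2 h, then exposed to compounds for 18-24 h. CellTiter-Fluor was read first as a viability measure. BugLite was added 15 min before the final luminescent read of ARE-luciferase activity in A549 cells.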
# TGFb inhibitor – blocks TGF-b signaling; HepG2 CAGA-GFP TGF-b/SMAD3 reporter, GFP fluorescence, 18 h; TGF-beta stimulated, 500 pg/mL final; Potency, µM (doses to about 46.1 µM), without a hit: top-dose activity, negative = inhibition, usual class: inhibitors; 1.2% of 410,000 active; also: potency is read from the fitted curve at half-maximal effect; % is scaled to controls: 0 for no effect and ±100 for the full control effect; nearly all actives have a fitted effect of over 65% in size
#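 HEPG2 CAGA-GFP cells (1000/well, DMEM with 1% FBS) were pre-incubated 2 h at 37 degrees C, given compound by pin tool, then stimulated with TGF-beta at 500 pg/mL final for 18 h before per-cell GFP fluorescence imaging.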
# EPAC2 agonist – activates human EPAC2 exchange factor. Q8WZA2. 0.079% of 360,000 active. EPAC2 activation, biochemical qHTS; response scale: 100% = 6.5 mM cAMP response. Potency, µM (top dose mostly 154 µM), for inactives: at the top dose activation, usual class: activators; also: potency is read from the fitted curve at half-maximal effect; nearly all actives have a fitted effect of over 50% in size
# Target sequence (Q8WZA2 whole entry, looked up): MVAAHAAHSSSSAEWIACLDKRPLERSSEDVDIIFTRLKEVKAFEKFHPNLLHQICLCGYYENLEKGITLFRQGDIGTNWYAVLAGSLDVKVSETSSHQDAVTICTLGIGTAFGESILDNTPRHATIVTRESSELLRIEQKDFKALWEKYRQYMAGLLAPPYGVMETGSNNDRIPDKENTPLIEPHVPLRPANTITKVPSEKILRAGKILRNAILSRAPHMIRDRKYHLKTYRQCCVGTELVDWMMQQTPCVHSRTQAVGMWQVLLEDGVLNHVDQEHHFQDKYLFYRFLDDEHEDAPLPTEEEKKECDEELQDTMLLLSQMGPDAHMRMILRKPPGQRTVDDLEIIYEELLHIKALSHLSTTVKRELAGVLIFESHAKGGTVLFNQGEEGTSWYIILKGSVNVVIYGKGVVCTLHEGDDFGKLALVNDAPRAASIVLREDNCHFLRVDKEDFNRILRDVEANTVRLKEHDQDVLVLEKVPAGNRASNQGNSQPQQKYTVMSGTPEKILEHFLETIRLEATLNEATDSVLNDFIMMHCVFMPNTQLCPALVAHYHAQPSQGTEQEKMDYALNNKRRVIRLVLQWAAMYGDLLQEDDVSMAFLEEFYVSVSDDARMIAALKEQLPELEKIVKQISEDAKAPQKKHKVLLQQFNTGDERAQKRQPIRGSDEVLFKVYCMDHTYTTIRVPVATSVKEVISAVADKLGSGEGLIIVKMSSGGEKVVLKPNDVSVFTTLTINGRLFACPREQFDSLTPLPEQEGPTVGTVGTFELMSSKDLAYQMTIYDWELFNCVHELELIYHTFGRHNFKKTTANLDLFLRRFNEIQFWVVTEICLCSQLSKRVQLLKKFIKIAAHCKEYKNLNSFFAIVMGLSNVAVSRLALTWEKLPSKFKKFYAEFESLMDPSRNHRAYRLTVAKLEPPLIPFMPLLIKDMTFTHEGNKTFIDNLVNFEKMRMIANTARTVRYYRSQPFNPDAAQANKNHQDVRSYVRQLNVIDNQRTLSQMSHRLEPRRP
#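 Compounds were titrated in qHTS against a Rap1B-BODIPY-GDP (250 nM) complex with EPAC2 (100 nM) and GDP (50 uM). BODIPY-GDP release tracked at 480/540 nm over 30 min at room temperature, normalized to 6.5 mM cAMP.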
# A549 tox – A549 cytotoxicity, counter-screen for Nrf2 inhibitors. AID 504648. A549 ARE-Fluc cells, CellTiter-Fluor viability, 18-24 h. Potency, µM (highest dose often 46 µM), for inactives: at the top dose activity change, negative = cytotoxicity, most hits filed as inhibitors. 0.16% of 390,000 active; also: potency is read from the fitted curve at half-maximal effect; % is scaled to controls: 0 for no effect and ±100 for the full control effect
#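 A549 ARE_Fluc cells in 5% FBS OPTI-MEM were exposed to compounds in concentration-response for 18-24 h at 37 deg C. Viability was read by CellTiter-Fluor fluorescence (Ex 405/Em 525) after 30 min, before the luciferase read.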
# HepG2 viability – kills HepG2 cells in TGF-b inhibitor counter-screen; HepG2 CAGA-GFP viability, ATP luminescence, 18 h; Potency, µM (top dose mostly 46.1 µM), without a hit: top-dose activity change, negative = cytotoxicity, usual class: cytotoxic; 0.76% of 410,000 active; AID 588856; also: potency is read from the fitted curve at half-maximal effect; some results filed as inactive show a strong effect at the top dose
#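 CellTiter-Glo luminescence gave cytotoxicity after 18 hours at 37 degrees C. The cells were HepG2 CAGA-GFP in 1% FBS DMEM, stimulated with 500 pg/mL TGF-beta after compound addition. %Activity was normalised to no-cell wells (complete cell-killing) and DMSO (no toxicity), and curves were fitted and classified.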
# Nrf2 ARE act – activators of Nrf2 (ARE) signaling; AREc32 ARE-luciferase reporter (MCF7-derived line), luminescence, 24 h; Potency, µM (highest dose often 46.1 µM), without a hit: at the highest dose activation, most hits filed as activators; 0.31% of 410,000 active; also: potency is read from the fitted curve at half-maximal effect; % of control where 0% means no effect; nearly all actives have a fitted effect of over 65% in size
#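 Quantitative high-throughput format: AREc32 reporter cells, 1000 per well, received compound by pin transfer and were incubated 24 hr at 37 deg C, 5% CO2, before Steady-Glo luminescence detection.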
# Starred values were filed as active, the others as inactive; i = inactive; ? = inconclusive; . = not tested or not shown; & = joins results of further samples; [ ] = remark or other dose. Unless noted, calls follow the shape of the dose curve; as a rule, active = well fitted curve in the direction sought with a large enough effect; inconclusive = small, poorly fitted or top-dose-only effect, or another doubt; inactive = no such curve, though single readings can be large; an effect the other way counts as inactive or inconclusive.
no.	molecule	ATXN2 expr inh	ATXN viability	IL2 activator	Nrf2 block	TGFb inhibitor
1	COc1cc(-c2nnc(SCC(=O)NCc3ccccc3Cl)o2)cc(OC)c1OC	10.0%	i	.	13.5%	2.8%
2	Cc1cc(NCCCO)n2c(nc3ccccc32)c1C#N	-3.6%	i	1.0	27.8%	7.7%
3	O=C(O)CCN1c2ccccc2Sc2ccccc21	.	i	-0.1	-28.3%	4.2%
4	COCCCNC(=O)c1oc2c(c1C)-c1nn(Cc3cccc(Cl)c3)cc1CC2	.	.	.	-15.4%	-10.5%
5	CC(O)C(NS(=O)(=O)c1ccc(Cl)cc1)C(=O)OCC(=O)c1c[nH]c2ccccc12 (stereo not given)	-38.1%	i	-0.1	-17.5%	?
6	CC(=NNC(=S)Nc1cccc(Cl)c1)c1ccccn1	?	?	0.9	?	?
7	COC(=O)c1ccc(C(=O)Nc2ccc3c(c2)C(=O)NC3=O)cc1	1.3%	i	-2.7	4.0%	-7.3%
8	CCn1cnc2c(=O)oc3ccc(S(=O)(=O)N4CCN(c5cc(C)ccc5C)CC4)cc3c21	6.1%	i	.	6.3%	4.4%
9	CN(C)/C=N/c1c(C(=O)NCc2ccccc2)nnn1Cc1ccccc1	4.9%	i	1.0	10.6%	-10.9%
10	CNC(=O)Nc1cccc(-c2ccnc(C)n2)c1	3.4%	i	-1.3	3.8%	1.8%
11	CC(C)(C)c1cc(CCC(=O)NCc2ccccn2)cc(C(C)(C)C)c1O	-8.9%	i	-2.0	-9.6%	-3.5%
12	O=C(Nc1ccc2oc(Cc3ccc(Cl)cc3)nc2c1)c1cccnc1	?	?	-1.4	?	?
13	Cc1ccc(C)c(N(C)C(=O)C2CCN(c3ncnc4c3nc3n4CCCCC3)CC2)c1	.	.	.	-25.5%	?
14	CCC(C)NS(=O)(=O)c1ccc(NC(=O)c2cccs2)cc1 (stereo not given)	-6.8%[11.3 µM]	i	0.6	-15.6%	-16.1%
15	Cc1cc(C(=O)Nc2sc(C)c(-c3ccc(F)cc3)c2C(N)=O)no1	47.0%[activator]	i	0.3	?	?

no.	EPAC2 agonist	A549 tox	HepG2 viability	Nrf2 ARE act
1	.	-1.3%	-0.3%	1.6%
2	-3.1%	0.7%	-5.9%	0.3%
3	0.7%	0.2%	-10.0%	-0.5%
4	.	4.8%	-42.2%	-1.2%
5	10.9%	3.2%	-22.8%	9.6%
6	9.7%	-24.7%	-47.9%	3.7%
7	14.4%	6.0%	-1.4%	-1.1%[9.22 µM]
8	.	-1.9%	-7.0%	-0.8%
9	-1.6%	-3.7%	2.2%	0.4%
10	-1.7%	-6.3%	2.6%	-0.6%
11	5.0%	-19.8%	-42.7%	-0.8%
12	3.8%	-7.6%	-28.1%	2.1%
13	.	-1.9%	-22.8%	3.6%
14	3.8%	-1.8%	-2.9%	2.6%
15	-35.5%[inhibitor][15.6 µM]	4.9%	-15.8%	3.4%

# Carrying on.
no.	molecule	ATXN2 expr inh	ATXN viability	IL2 activator	Nrf2 block	TGFb inhibitor
16	Cc1c(C(=O)N/N=C/c2cccs2)nc2ccccn12	16.0%	i	-0.7	20.9%	-6.6%
17	Cc1c(NC(=O)C2CCCN2S(=O)(=O)c2ccc(Cl)cc2)c(=O)n(-c2ccccc2)n1C (stereo not given)	-7.3%	i	-1.9	?	-8.5%
18	O=Cc1cc(N=Nc2ccccc2Cl)ccc1O	-32.4%	33.6µM*	1.7	?	?
19	CCN(CC)C(=O)c1sc2nc(-c3ccccc3)ccc2c1N	.	.	-5.1	?	-3.7%
20	CCOC(=O)c1c(NC(=O)C2CCCCC2)sc2c1CCN(CC)C2	-13.9%	i	-0.3	-8.1%	-17.6%
21	COC(=O)c1cccc(COC(=O)CNC(=O)c2ccco2)c1	.	.	-0.1	-6.2%	0.0%
22	Cc1ccc(NC(=O)Cn2cc(C(F)(F)F)cc(Cl)c2=O)cc1Cl	-14.5%	i	0.5	-17.2%	-23.0%
23	O=C(c1ccco1)N1CCN(C(=O)c2ccco2)C1=S	-34.1%	?	-7.2	?	11.2µM*
24	COc1cnc(-c2ccccc2)nc1Oc1cccc(C)c1	-2.8%	i	0.2	-6.8%	-1.7%
25	Cc1ccc(SCC(=O)OCC(=O)NC2CCCCCCC2)cc1	-5.2%	i	-3.8	8.1%	-5.7%
26	COc1cccc(C(=O)NCCN2CCN(c3ccc(Cl)cc3)CC2)c1	-23.5%	i	-0.3	-21.3%	?
27	CC(=O)Nc1ccc(NC(=O)c2cc(-c3ccc(C)cc3O)n[nH]2)cc1	23.6%	i	-0.8	1.2%	-14.5%
28	CCc1c(C(=O)NC2CCCCC2)[nH]c(C)c1C(C)=O	2.1%	i	-1.2	-15.9%	-8.3%
29	CSc1nc(N)n2nc(-c3ccccc3)cc2n1	90.0%[activator]	i	-0.5	?	18.0%
30	O=C(c1ccc(Cl)c(S(=O)(=O)N2CCCC2)c1)N1CCN(c2ccccn2)CC1	-6.9%	i	-3.1	-21.0%	-24.5%

no.	EPAC2 agonist	A549 tox	HepG2 viability	Nrf2 ARE act
16	13.5%	-2.2%	0.5%	3.8%
17	-4.0%	0.6%	-1.7%	2.0%
18	2.2%	-2.9%	-16.7%	2.4%
19	11.2%	0.6%	6.3%	5.3%
20	0.8%	3.1%	-19.1%	0.5%
21	-0.6%	-1.4%	-0.4%	-0.8%
22	0.2%	1.6%	4.0%	-0.3%
23	6.4%	?	-11.1%	0.1%
24	24.7%	21.5%	-13.2%	1.9%
25	0.8%	1.9%	-3.8%	0.1%
26	-3.1%	0.9%	-4.4%	3.9%
27	5.2%	-1.3%	-1.0%	0.3%
28	-0.6%	-7.2%	-6.7%	-0.8%
29	-0.3%	0.4%	-19.4%	7.94µM*
30	3.5%	-1.7%	-19.6%	-0.3%

# (listing goes on)
no.	molecule	ATXN2 expr inh	ATXN viability	IL2 activator	Nrf2 block	TGFb inhibitor
31	CC1CC(=O)N(CC(=O)Nc2cccc(Cl)c2)c2ccccc2S1(=O)=O (stereo not given)	-24.2%	i	-3.1	-5.9%	6.9%
32	COc1cc2[nH]c(C(=O)N3CCC(Cc4ccccc4)CC3)cc2c(OC)c1OC	-18.5%	i	-2.2	?	0.0%
33	CNC(=O)C1=C(C)NC(=S)NC1c1cc2c(cc1OC)CCCC2 (stereo not given)	3.3%	i	-0.5	-13.3%	19.8%
34	COc1cc(-c2nc(-c3ccccc3)c(-c3cccs3)[nH]2)cc(OC)c1OC	41.1%[activator]	i	-2.1	?	7.3%
35	CC(=O)c1ccc(NS(=O)(=O)c2ccc(-c3cnc(C4CC4)o3)cc2)cc1	-12.1%&-8.0%	i	0.5	?	-18.5%&-19.4%
36	COc1ccccc1C(=O)Nc1ccccc1N1CCCCC1	-29.0%	i	-0.2	-6.7%	-19.8%
37	CC1CC(C)CN(S(=O)(=O)c2ccccc2[N+](=O)[O-])C1 (stereo not given)	-4.3%	i	-3.5	10.3%	-17.8%
38	Cc1ccc(OCC(=O)Nc2ccc3c(c2)nc(CCN2CCCC2)n3C)cc1	.	i	-1.2	.	-1.1%
39	CS(=O)(=O)n1nc(-c2ccccc2)nc1NCc1ccco1	38.7%[activator]	i	-0.6	.	-3.5%
40	Cc1cc(C)c(C)c(OC(=O)c2sc(Cl)nc2C)c1	20µM*	22.4µM*	-4.5	?	-0.3%
41	O=C(Nc1ccc(F)c(F)c1)c1cccnc1	4.7%	i	2.0	?	0.0%
42	CC(C)Cn1cc(C(=O)N2CCN(c3ccccn3)CC2)c2c3ccccc3n(C)c2c1=O	9.3%	?	-0.4	.	-6.9%
43	CCSc1nnc(-c2ccc(S(=O)(=O)N3CCOCC3)cc2)n1C	-17.9%	i	0.9	0.5%	-6.9%
44	Cc1ccc(C(=O)Nc2cccc(NC(=O)CN3CCCCC3)c2)cc1	0.2%	i	-0.2	-0.6%	-24.6%
45	C/C=C/c1ccc(OCCOc2cccc3cccnc23)c(OC)c1	27.3%	i	0.2	14.1%	0.0%

no.	EPAC2 agonist	A549 tox	HepG2 viability	Nrf2 ARE act
31	4.8%	7.0%	0.4%	-0.3%
32	11.5%	0.2%	-6.6%	-0.4%
33	4.9%	6.5%	0.6%	-0.4%
34	4.6%	-25.8%	-24.7%	8.3%
35	-3.4%	-4.1%&-4.1%	-19.7%&3.7%	-0.7%&5.0%
36	8.6%	?	-17.1%	2.2%
37	17.2%	-2.5%	1.1%	3.0%
38	0.4%	.	-0.2%	20.5%
39	6.3%	-4.8%	4.6%	18.4%
40	-0.5%	-6.8%	1.3%	5.9%
41	10.7%	-12.3%	-0.7%	-0.3%
42	19.4%	-11.4%	-27.8%	0.1%
43	6.1%	2.3%	-8.4%	0.1%
44	3.6%	-5.8%	-41.7%	4.8%
45	20.2%	13.2%	-4.4%	5.9%

# Full records, looked up by structure. Screens in order: ATXN2 expr inh, ATXN viability, IL2 activator, Nrf2 block, TGFb inhibitor, EPAC2 agonist, A549 tox, HepG2 viability, Nrf2 ARE act
# Record of COc1cc2[nH]c(C(=O)N3CCC(Cc4ccccc4)CC3)cc2c(OC)c1OC → -18.5%, i, -2.2, ?, 0.0%, 11.5%, 0.2%, -6.6%, -0.4%
# Record of Cc1ccc(OCC(=O)Nc2ccc3c(c2)nc(CCN2CCCC2)n3C)cc1 → ., i, -1.2, ., -1.1%, 0.4%, ., -0.2%, 20.5%
# Record of O=C(Nc1ccc(F)c(F)c1)c1cccnc1 → 4.7%, i, 2.0, ?, 0.0%, 10.7%, -12.3%, -0.7%, -0.3%
